Assay outcomes: PubChem, National Center for Advancing Translational Sciences (NCATS)
Sm TGR inh = S. mansoni TGR enzyme inhibition; Q962Y6; purified TGR, DTNB reduction, TNB absorbance 405 nm; Potency, µM (highest dose often 114 µM), inactives show at the highest dose activity change, negative = inhibition, most hits filed as inhibitors; 360,000 compounds, 3% hits; AID 485364; also: potency is read from the fitted curve at half-maximal effect; % is scaled to controls: 0 for no effect and ±100 for the full control effect; nearly all actives have a fitted effect of over 60% in size
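Kinetic colorimetric format: TGR-catalysed, NADPH-driven DTNB reduction monitored via TNB absorbance. Enzyme dispensed at 20 nM; compound exposure 15 min at room temperature before reaction start.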
Giardia FBPA inh = inhibitors of Giardia lamblia fructose-1,6-bisphosphate aldolase | Potency, µM (highest dose often 59.6 µM), for inactives: at the top dose activity, negative = inhibition, actives largely listed as inhibitors | 290,000 compounds, 0.71% hits | purified Giardia FBPA; also: potency is read from the fitted curve at half-maximal effect; % is scaled to controls: 0 for no effect and ±100 for the full control effect; nearly all actives have a fitted effect of over 55% in size
Target sequence (A8B2U2 whole entry, looked up): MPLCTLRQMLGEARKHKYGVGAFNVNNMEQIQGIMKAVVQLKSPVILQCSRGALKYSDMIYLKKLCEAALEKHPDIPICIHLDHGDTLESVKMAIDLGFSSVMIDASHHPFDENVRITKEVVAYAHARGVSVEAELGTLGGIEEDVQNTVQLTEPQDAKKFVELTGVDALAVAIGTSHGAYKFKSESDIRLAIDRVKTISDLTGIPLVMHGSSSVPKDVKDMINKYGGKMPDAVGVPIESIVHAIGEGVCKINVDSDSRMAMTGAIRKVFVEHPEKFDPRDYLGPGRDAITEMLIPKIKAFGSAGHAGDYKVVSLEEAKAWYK
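40 nM FBPA preincubated 10 min at RT with compound (up to 57.5 uM final), then substrate plus GAPDH/TPI/NAD/arsenate coupling and diaphorase/resazurin added. Fluorescence read after 20 min at RT, 525/598 nm.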
Shiga inhibitor = Shiga toxin inhibition. Vero cells, Shiga toxin protein synthesis inhibition reporter. inhibition, % at 38.7 µM. 290,000 compounds, 9.2% hits. AID 2315; in the data active = inhibition mostly above about 28%, no sharp cut-off; inactive = mostly below about 43%; also: 0% is about no effect
CHX counter = counter-screen for Shiga toxin inhibitors: cycloheximide protein synthesis inhibition | cell reporter, cycloheximide protein synthesis inhibition counterscreen | max response, % | 300,000 compounds, 12% hits; in the data active = max response mostly above about 13%, no sharp cut-off; inactive = mostly below about 14%; also: read at 38.3 µM for the half of the compounds with a filed dose; 0% is about no effect
Pf growth 96h = inhibits malaria parasite growth, 96 h; 320,000 compounds, 6.9% hits; Potency, µM (doses to about 28.7 µM), inactives show at the top dose activity change, negative = inhibition, hits mostly inhibitors; AID 504834; P. falciparum luciferase reporter growth, 96 h; also: potency is read from the fitted curve at half-maximal effect; % is scaled to controls: 0 for no effect and ±100 for the full control effect
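Readout is luminescence from an integrated firefly luciferase in P. falciparum. Red cells, 2% hematocrit and 0.05% parasitemia final, were cultured with compound through two parasite generations (96 hours) at 37 C, 5% CO2.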
Pf growth 48h = P. falciparum growth inhibition at 48 hours (one generation); Potency, µM (doses to about 28.7 µM), for inactives: at the highest dose activity change, negative = inhibition, actives largely listed as inhibitors; P. falciparum luciferase growth in erythrocytes, 48 h; 310,000 compounds, 5.9% hits; AID 504832; also: potency is read from the fitted curve at half-maximal effect; % is scaled to controls: 0 for no effect and ±100 for the full control effect
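Read-out is firefly luciferase luminescence from an integrated reporter in P. falciparum, so falling signal marks reduced parasite growth. Infected erythrocytes were at 2% hematocrit and 0.1% parasitemia (final) in Albumax-supplemented RPMI 1640.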
Starred values were filed as active, the others as inactive; [ ] = another dose, or the depositor's remark. Unless noted, calls follow the shape of the dose curve; as a rule, active = well fitted curve in the direction sought with a large enough effect; inconclusive = small, poorly fitted or top-dose-only effect, or another doubt; inactive = no such curve, though single readings can be large; an effect the other way counts as inactive or inconclusive. Compounds as they come; 24% or so of the library scored in one or more.

Screening O=S1(=O)CCC(NC(=S)Nc2ccc3ccccc3c2)C1 (configuration not stated) returned Sm TGR inh -34.5%, Giardia FBPA inh -2.6%, Shiga inhibitor 43.0*, CHX counter 27.1*, Pf growth 96h 26.8% and Pf growth 48h 43.0%[activator].
For CCn1c(NC)cc(=O)n(C)c1=O the results were Sm TGR inh 2.3%, Giardia FBPA inh 0.4%, Shiga inhibitor 5.3, CHX counter -0.8, Pf growth 96h -13.7% and Pf growth 48h -16.3%.
For O=C(O)C1CC=CCC1C(=O)NCCc1ccccc1 (configuration not stated) the results were Sm TGR inh 3.2%, Giardia FBPA inh 1.4%, Shiga inhibitor 5.2, CHX counter -2.6, Pf growth 96h 0.0% and Pf growth 48h -5.8%.
Screening C=CCN(Cc1cc(OC)ccc1OC)S(=O)(=O)N(C)C returned Sm TGR inh 7.3%, Giardia FBPA inh 3.3%, Shiga inhibitor 15.9, CHX counter 6.5 and Pf growth 96h 33.2%[activator].
For Cc1c(-c2ccccc2)[n+](=O)c2c(n1[O-])CCC2 the results were Sm TGR inh 3.7%, Giardia FBPA inh -3.7%, Shiga inhibitor -5.8, CHX counter 3.2, Pf growth 96h 9.1% and Pf growth 48h 29.0%.
CN(C)C1=NCCN1CCc1ccccc1 was read as Sm TGR inh -7.5%, Pf growth 96h 66.0%[activator] and Pf growth 48h 10.4%.
For CCc1ccc(NC(=O)NC(C)c2ccc3c(c2)OCO3)cc1 (configuration not stated) the results were Sm TGR inh -3.6%, Shiga inhibitor -6.6, CHX counter 0.6, Pf growth 96h 10.4% and Pf growth 48h -8.8%.
For Cc1cc(NC(=O)Cn2nc(C(F)(F)F)c3c2CCCC3)no1 the results were Sm TGR inh 0.0%, Giardia FBPA inh -1.4%, Shiga inhibitor -0.9, CHX counter -1.8, Pf growth 96h inconclusive and Pf growth 48h 3.2%.
`Cc1ccc(CN2CCN(C)CC2)c(C)c1` gave Sm TGR inh -11.0%, Giardia FBPA inh -7.8%, Shiga inhibitor -2.7, CHX counter -4.9, Pf growth 96h 2.94µM* and Pf growth 48h 16.4%.
For COc1ccc(S(=O)(=O)n2nc(OC(=O)c3ccccc3Br)cc2N)cc1 the results were Sm TGR inh inconclusive, Giardia FBPA inh -1.6%, Shiga inhibitor -23.3, CHX counter -4.8, Pf growth 96h 200.2%[activator] and Pf growth 48h -1.3%.
Screening Cc1ccc(S(=O)(=O)c2c(O)c3ccc(C(=O)O)cc3[nH]c2=O)cc1 returned Sm TGR inh -15.4%, Giardia FBPA inh 5.3%, Shiga inhibitor 4.0, CHX counter -8.7, Pf growth 96h 4.9% and Pf growth 48h 3.0%.
CC1CCCCC1NC(=O)CCCn1c(=S)[nH]c2ccsc2c1=O (configuration not stated) was read as Sm TGR inh 6.1%, Giardia FBPA inh -0.7%, Shiga inhibitor -2.4, CHX counter 8.7, Pf growth 96h 13.3% and Pf growth 48h 23.7%.

No new results follow: entries from further up.
Screening O=S1(=O)CCC(NC(=S)Nc2ccc3ccccc3c2)C1 (configuration not stated) returned Sm TGR inh -34.5%, Giardia FBPA inh -2.6%, Shiga inhibitor 43.0*, CHX counter 27.1*, Pf growth 96h 26.8% and Pf growth 48h 43.0%[activator].
For CCn1c(NC)cc(=O)n(C)c1=O the results were Sm TGR inh 2.3%, Giardia FBPA inh 0.4%, Shiga inhibitor 5.3, CHX counter -0.8, Pf growth 96h -13.7% and Pf growth 48h -16.3%.

Going on with the list:
Screening Clc1ccc2[nH]c3c(NCCN4CCOCC4)ncnc3c2c1 returned Sm TGR inh 1.3%, Giardia FBPA inh 1.6%, Shiga inhibitor 24.5, CHX counter 6.6, Pf growth 96h 30.1%[activator] and Pf growth 48h 3.7µM*.
For Cc1cccc(NC2=C(C#N)C(=O)NC3(CCCC3)S2)c1 the results were Sm TGR inh 7.5%, Giardia FBPA inh inconclusive, Shiga inhibitor -13.6, CHX counter -4.2, Pf growth 96h 16.6% and Pf growth 48h 25.6%.
Screening CC(C)CN(C(=O)c1ccc(N2CCCC2=O)cc1)c1c(N)n(Cc2ccccc2)c(=O)[nH]c1=O returned Sm TGR inh 39.8µM*, Pf growth 96h inconclusive and Pf growth 48h inconclusive.
For O/N=C(\c1ccc2c(c1)OCCO2)C1CCCCC1 the results were Sm TGR inh -3.5%, Giardia FBPA inh 11.4%, Shiga inhibitor -7.5, CHX counter 0.7, Pf growth 96h 44.5%[activator] and Pf growth 48h 4.7%.
`CCOC(=O)C1=NOC(Cn2cc(C#N)c(=O)n(C)c2=O)C1` (configuration not stated) gave Sm TGR inh -2.1%, Giardia FBPA inh -3.9%, Shiga inhibitor -10.2, CHX counter -0.8, Pf growth 96h 9.3% and Pf growth 48h 336.9%[activator].
`Cc1ccccc1C(C(=O)NC1CCCC1)N(C(=O)Cc1cccs1)c1ccc2c(c1)OCCO2` (configuration not stated) gave Sm TGR inh -14.7%, Giardia FBPA inh -0.5%, Shiga inhibitor -10.6, CHX counter -0.2, Pf growth 96h inconclusive and Pf growth 48h inconclusive.
`O=C(CCCN=C1NS(=O)(=O)c2ccccc21)OCC(=O)c1ccccc1Cl` gave Sm TGR inh -6.2%, Pf growth 96h 18.2% and Pf growth 48h inconclusive.
For COc1ccc(/C=C2\SC(=S)N(CCC(=O)Nc3cccc(C(=O)O)c3)C2=O)cc1 the results were Sm TGR inh 0.3%, Giardia FBPA inh -3.5%, Shiga inhibitor 5.2, CHX counter -0.2, Pf growth 96h 32.6%[activator] and Pf growth 48h 19.7%.
Cc1cccc(N2CCN(S(=O)(=O)c3cnc[nH]3)CC2)c1C was read as Sm TGR inh -0.4%, Giardia FBPA inh 3.6%, Shiga inhibitor -17.1, CHX counter -8.3 and Pf growth 96h 48.2%[activator].
`CC1CCN(c2ccccc2NC(=O)c2cc([N+](=O)[O-])ccc2N2CCOCC2)CC1` gave Sm TGR inh -2.6%, Giardia FBPA inh 9.1%, Shiga inhibitor -8.4, CHX counter -0.9, Pf growth 96h inconclusive and Pf growth 48h inconclusive.
Screening O=C(CCSc1nc(-c2ccco2)cc(C(F)(F)F)n1)NCc1ccccn1 returned Sm TGR inh 28.2µM*, Giardia FBPA inh -0.3%, Shiga inhibitor -11.0, CHX counter -3.2, Pf growth 96h inconclusive and Pf growth 48h inconclusive.
Screening COc1ccc(CCNS(=O)(=O)c2ccc(C3CNC(=O)C3)cc2)cc1OC (configuration not stated) returned Sm TGR inh -13.0%, Giardia FBPA inh 1.1%, Shiga inhibitor -2.4, CHX counter -1.3 and Pf growth 48h -13.2%.
Cc1nnc(SCC(=O)Nc2ccc3c(c2)OCCO3)n1N was read as Sm TGR inh 2.0%, Giardia FBPA inh 3.0%, Shiga inhibitor 18.3, CHX counter 10.5 and Pf growth 48h 14.7%.
Cc1nn(Cc2ccccc2)c(C)c1NC(=O)c1cc2nc(-c3ccco3)cc(C(F)(F)F)n2n1 was read as Sm TGR inh inconclusive, Giardia FBPA inh 0.2%, Shiga inhibitor -4.2, CHX counter 5.7, Pf growth 96h -10.4%[5.75 µM] and Pf growth 48h 11.7µM*.
For O=C(Nc1ccc(F)cc1)OC1CN2CCC1CC2 (configuration not stated) the results were Sm TGR inh 1.5%, Giardia FBPA inh 3.5%, Shiga inhibitor -6.5, CHX counter 9.7, Pf growth 96h 57.4%[activator] and Pf growth 48h 63.1%[activator].
For O=C(CN1C(=O)NC2(CCCC2)C1=O)Nc1ccc(F)cc1 the results were Sm TGR inh 4.8%, Giardia FBPA inh 1.2%, Shiga inhibitor 29.9, CHX counter 5.8 and Pf growth 96h 10.4%.
For COc1ccccc1-c1noc2ncnc(Nc3cccc(C)c3)c12 the results were Sm TGR inh 4.8%, Giardia FBPA inh -2.1%, Shiga inhibitor -5.9, CHX counter 5.3, Pf growth 96h 52.2%[activator] and Pf growth 48h inconclusive.
Screening Cc1noc2nc(-c3cccs3)cc(-c3nnc4n3CCCCC4)c12 returned Sm TGR inh 18.6%, Giardia FBPA inh 9.7%, Shiga inhibitor -16.3, CHX counter -1.8, Pf growth 96h 11.7µM* and Pf growth 48h 16.0%.
Screening O=C(OCC(=O)C12CC3CC(CC(C3)C1)C2)c1ccc(O)cc1O returned Sm TGR inh 3.3%, Pf growth 96h 33.4%[activator] and Pf growth 48h 2.8%.
For COc1ccc(S(=O)(=O)N2CCC(C(=O)N[C@@H](C)C(=O)NCc3cccc(OC)c3)CC2)cc1 the results were Sm TGR inh 12.9%, Shiga inhibitor -1.4, CHX counter -1.9, Pf growth 96h inconclusive and Pf growth 48h 16.0%.
Screening Cc1cc(C)n(S(=O)(=O)c2cc(C(=O)O)c(Cl)cc2Cl)n1 returned Sm TGR inh 6.6%, Giardia FBPA inh 4.8%, Shiga inhibitor -9.1, CHX counter 0.4 and Pf growth 48h 0.1%.
Cc1ccc2nc(SCC(=O)NC3CCCc4ccccc43)[nH]c2c1 (configuration not stated) was read as Sm TGR inh 1.3%, Giardia FBPA inh -28.3%, Shiga inhibitor -4.2, CHX counter 7.6, Pf growth 96h -28.7% and Pf growth 48h -13.1%.
For CCCCn1c(N)c(C(=S)NC(=O)CC(C)C)c(=O)n(C)c1=O the results were Sm TGR inh -15.4%, Giardia FBPA inh 16.6%, Shiga inhibitor -14.4, CHX counter -3.2, Pf growth 96h 28.5% and Pf growth 48h -4.3%.
For Cc1cccc(C(=O)Nc2cccc(C(=O)N/N=C/c3ccncc3)c2)c1 the results were Sm TGR inh -1.8%, Giardia FBPA inh 4.4%, Shiga inhibitor -3.0, CHX counter -1.9, Pf growth 96h inconclusive and Pf growth 48h -23.2%.
For CC1CCN(CC(=O)Nc2nc(-c3ccccc3)cs2)CC1 the results were Sm TGR inh 12.5%, Giardia FBPA inh -13.1%, Shiga inhibitor 20.4, CHX counter 10.2, Pf growth 96h -17.5% and Pf growth 48h 13.8%.
For CC(CN(C)C)CN1c2ccccc2Sc2ccccc21 (configuration not stated) the results were Sm TGR inh -4.6%, Giardia FBPA inh -7.4%, Pf growth 96h inconclusive and Pf growth 48h 13.1µM*.
`CC(Cc1ccccc1)NC(=O)CSc1nc2nc3c(cc2c(=O)n1-c1ccccc1)COC(C)(C)C3` (configuration not stated) gave Sm TGR inh -2.2%, Giardia FBPA inh 3.1%, Shiga inhibitor 28.0, CHX counter -3.8, Pf growth 96h inconclusive and Pf growth 48h inconclusive.
For Cc1cc(-c2sccc2Br)nc(-n2cccc2)n1 the results were Sm TGR inh 7.2%, Giardia FBPA inh 7.1%, Shiga inhibitor 22.3, CHX counter 4.6, Pf growth 96h 30.8%[activator] and Pf growth 48h 28.5%.
CC(C)CC(=O)Nc1ccc(C(=O)CN2CCC(C)CC2)cc1 was read as Sm TGR inh 20µM*, Giardia FBPA inh -18.2%, Shiga inhibitor -2.5, CHX counter 8.7, Pf growth 96h 3.0% and Pf growth 48h 35.7%[activator].
Cc1ccc(C(=O)NCCCNc2ccccc2[N+](=O)[O-])cc1 was read as Sm TGR inh 2.1%, Giardia FBPA inh -10.6%, Shiga inhibitor 31.8, CHX counter 9.8, Pf growth 96h 37.7%[activator] and Pf growth 48h 9.2%.
COc1ccc(CN(C(=O)c2nsc(Cl)c2Cl)C(C(=O)NC2CCCCC2)c2ccc(OC)cc2)cc1 (configuration not stated) was read as Sm TGR inh 15.4%, Giardia FBPA inh -3.2%, Shiga inhibitor -3.6, CHX counter -2.2, Pf growth 96h inconclusive and Pf growth 48h inconclusive.
`CCC1(C)Cc2c(sc3[nH]c(=O)[nH]c(=O)c23)CS1` (configuration not stated) gave Sm TGR inh inconclusive, Giardia FBPA inh 4.2%, Shiga inhibitor -17.3, CHX counter -4.3, Pf growth 96h 10.6% and Pf growth 48h 17.2%.
For COc1cc2cc(C(c3nnnn3C3CCCC3)N(C)C3CCCCC3)c(=O)[nH]c2cc1OC (configuration not stated) the results were Sm TGR inh -24.7%, Giardia FBPA inh 4.6%, Shiga inhibitor -5.4, CHX counter -3.8, Pf growth 96h inconclusive and Pf growth 48h inconclusive.
